High-throughput results as filed in PubChem.
mIDH1 inhibitor – human IDH1 R132H inhibition; AID 602179; 390,000 compounds, 0.093% hits; Potency, µM (doses to about 76.6 µM), without a hit: at the top dose activity change, negative = inhibition, actives largely listed as inhibitors; O75874; IDH1-R132H enzyme, NADPH consumption, diaphorase/resazurin fluorescence; further: potency means the concentration at half of the fitted maximal effect; on the % scale 0 is the no-effect control and ±100 the full control effect; nearly all actives have a fitted effect of over 65% in size
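IDH1-R132H (0.5 ug/mL dispensed) in pH 7.5 Tris buffer was preincubated 30 min with compound, then given a substrate mix of 0.016 mM NADPH and 2 mM alpha-KG for 80 min at room temperature; remaining NADPH was read by diaphorase/resazurin fluorescence.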
Vif-APOBEC3G blk – blocks the Vif interaction with human APOBEC3G. HeLa A3G-eYFP + Vif (tagged APOBEC3G with the HIV-1 protein that degrades it), YFP fluorescence, overnight. Potency, µM (series often up to 46.1 µM), for the others: at the highest dose activity, negative = active, actives largely listed as inhibitors. 410,000 compounds, 0.076% hits. Q9HC16;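 further: potency means the concentration at half of the fitted maximal effect; on the % scale 0 is the no-effect control and ±100 the full control effect; nearly all actives have a fitted effect of over 60% in size; hits raise eYFP signal because A3G escapes Vif-driven loss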
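HeLa cells stably expressing Vif and C-terminally eYFP-tagged A3G, seeded overnight at 37 deg C, then exposed to compound by pintool overnight at 37 deg C. Rise in yellow fluorescence (Ex 488/Em 500-530, Acumen) marks blocked Vif-driven A3G degradation.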
Vif-APOBEC3F blk – blocks the Vif interaction with APOBEC3F; 390,000 compounds, 0.2% hits; Potency, µM (highest dose often 46.1 µM), for the others: top-dose activity, negative = active; HeLa A3F-eYFP + Vif (tagged APOBEC3F with the HIV-1 protein that degrades it), YFP fluorescence increase; AID 602313; further: potency means the concentration at half of the fitted maximal effect; % of control where 0% means no effect; nearly all actives have a fitted effect of over 65% in size
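HeLa cells stably expressing Vif plus C-terminally eYFP-tagged A3F were seeded, incubated overnight at 37 deg C, dosed with compound, incubated overnight again at 37 deg C. Yellow fluorescence (Ex 488/Em 500-530) reported blocked Vif-mediated A3F-eYFP degradation.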
TrxR1 substrate – is turned over as a substrate by rat TrxR1. purified TrxR1 substrate turnover, NADPH consumption readout. Potency, µM (series often up to 114 µM), for the others: at the highest dose activity change, negative = substrate turnover. 390,000 compounds, 0.01% hits. O89049. AID 588456; further: potency means the concentration at half of the fitted maximal effect; on the % scale 0 is the no-effect control and ±100 the full control effect; nearly all actives have a fitted effect of over 50% in size
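Rat TrxR1, dispensed at 90 nM, was prereduced with 400 uM NADPH (final) for 5 min at ~22 deg C, then incubated with compound 15 min before 400 uM selenite. A first-read NADPH fluorescence drop versus no-compound background flagged substrates.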
RGS4 inh – inhibitors of human regulator of G protein signaling 4. AID 504845. 390,000 compounds, 0.039% hits. Potency, µM (doses to about 114 µM), for inactives: at the highest dose activity change, negative = inhibition, usual class: inhibitors. Transcreener GDP fluorescence polarization, RGS4-accelerated GTP hydrolysis. P49798; further: potency means the concentration at half of the fitted maximal effect; on the % scale 0 is the no-effect control and ±100 the full control effect; nearly all actives have a fitted effect of over 75% in size; some results filed as inactive show a strong effect at the top dose
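MLSMR compounds (23 nl, pin-transferred) preincubated 10 min at room temperature with a 500nM (2x) first reagent, then RGS4 at 900nM (2x) plus Transcreener GDP mix added; fluorescence polarization (620/688 nm) read before and after 90 min at 30 °C.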
USP1-UAF1 inh – USP1/UAF1 (human) deubiquitinase inhibition; O94782; recombinant USP1/UAF1, Ub-Rhodamine cleavage fluorescence; Potency, µM (top dose mostly 57.1 µM), for inactives: top-dose activity change, negative = inhibition, hits mostly inhibitors; 390,000 compounds, 0.23% hits; further: potency means the concentration at half of the fitted maximal effect; on the % scale 0 is the no-effect control and ±100 the full control effect; nearly all actives have a fitted effect of over 60% in size; inactives centre near -12
Target sequence (O94782 whole entry, looked up): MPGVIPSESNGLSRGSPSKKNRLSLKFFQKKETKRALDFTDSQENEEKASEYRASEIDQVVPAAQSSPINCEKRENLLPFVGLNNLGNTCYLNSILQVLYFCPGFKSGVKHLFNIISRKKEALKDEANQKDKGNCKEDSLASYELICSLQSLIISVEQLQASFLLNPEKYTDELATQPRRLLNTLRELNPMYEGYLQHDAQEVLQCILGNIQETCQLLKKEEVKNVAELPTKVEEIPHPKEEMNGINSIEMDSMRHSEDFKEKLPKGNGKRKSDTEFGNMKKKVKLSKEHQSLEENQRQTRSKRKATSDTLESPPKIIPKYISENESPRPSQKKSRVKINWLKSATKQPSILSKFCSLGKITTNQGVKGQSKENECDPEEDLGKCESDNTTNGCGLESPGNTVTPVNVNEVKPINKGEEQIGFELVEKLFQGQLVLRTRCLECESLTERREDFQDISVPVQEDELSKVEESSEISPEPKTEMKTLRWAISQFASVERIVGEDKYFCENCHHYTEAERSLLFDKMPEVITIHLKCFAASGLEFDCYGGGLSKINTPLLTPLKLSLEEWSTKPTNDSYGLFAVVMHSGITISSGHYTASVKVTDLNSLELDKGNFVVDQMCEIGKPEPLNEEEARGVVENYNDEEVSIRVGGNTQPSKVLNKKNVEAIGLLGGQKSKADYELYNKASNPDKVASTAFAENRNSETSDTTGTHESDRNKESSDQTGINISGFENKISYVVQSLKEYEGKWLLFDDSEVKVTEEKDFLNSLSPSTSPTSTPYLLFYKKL
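USP1/UAF1 complex (1 nM) preincubated 15 min at room temperature with compound, then Ub-Rho substrate (150 nM final) added. Kinetic fluorescence at 480/540 nm over 6 reads at 60 s intervals; 50 mM HEPES pH 7.8, 0.5 mM EDTA, 0.1 mg/ml BSA, 1 mM TCEP, 0.01% Tween-20.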
LDHA block – LDHA (human) enzyme inhibition | purified LDHA, NADH/diaphorase-resazurin fluorescence; hits give low values | P00338 | AID 1347041 | activity change, % (values are at about 110 or 230 µM) | 480,000 compounds, 0.15% hits; in the data active means activity change below about -30%;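 further: plate controls were DMSO wells for no effect and wells without enzyme for full effect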
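Remaining NADH was detected by diaphorase (0.133 mg/mL) converting 37 µM resazurin to fluorescent resorufin, read at 0 and 20 minutes. The preceding 5-minute room-temperature reaction used 2 nM LDHA, 0.2 mM sodium pyruvate and 0.06 mM NADH at pH 7.4.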
rTrxR1 inhibitor – rat TrxR1 inhibition | recombinant rTrxR1, NADPH fluorescence consumption, selenite substrate | Potency, µM (doses to about 114 µM), for inactives: at the top dose activity change, negative = inhibition, usual class: inhibitors | 390,000 compounds, 1% hits | AID 588453; further: potency means the concentration at half of the fitted maximal effect; on the % scale 0 is the no-effect control and ±100 the full control effect; nearly all actives have a fitted effect of over 65% in size
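Rat TrxR1 (90 nM in the dispensed reagent) was pre-reduced with 400 uM NADPH for 5 min at room temperature, then incubated with compound for 15 min. After 400 uM selenite was added, NADPH fluorescence (Ex 340/Em 450 nm) was followed for 8 min.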
GRP78 ERSR act – ER stress response induction in glioma; U87-MG GRP78 promoter luciferase reporter, 16 h; Potency, µM, inactives show top-dose activation, usual class: activators; 420,000 compounds, 0.02% hits; further: potency means the concentration at half of the fitted maximal effect; series mostly up to about 76 µM; % of control where 0% means no effect; nearly all actives have a fitted effect of over 35% in size
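Stably transfected U87-MG glioma cells carrying a GRP78-based luciferase sensor; 16 h compound incubation. Luminescence end-point read 10 min after Bright-Glo addition at room temperature.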
Active calls of the source: *; . = not tested or not shown; [ ] = dose if it differs, or a comment. Unless noted, the call rests on the fitted dose curve; in most records, active means well fitted curve in the direction sought with a large enough effect; inconclusive means small, poorly fitted or top-dose-only effect, or another doubt; inactive means no such curve, though single readings can be large; an effect the other way counts as inactive or inconclusive. A portion of the library, so the mix of outcomes need not match the whole.

SMILES | mIDH1 inhibitor | Vif-APOBEC3G blk | Vif-APOBEC3F blk | TrxR1 substrate | RGS4 inh | USP1-UAF1 inh | LDHA block | rTrxR1 inhibitor | GRP78 ERSR act
Cc1cc(C(=O)NC2CCCCC2)on1 | 2% | 0% | -1% | 2% | -4% | -17% | -2 | 13% | -2%
CC(=O)N/C(=C/c1ccccc1)c1ccccc1 | -4% | 0% | 0% | 6%[57.1 µM] | -11% | -4% | -1 | 12% | 1%
COc1ccc(CCNC(=O)C2CCCN(Cc3nc(-c4ccccc4C)oc3C)C2)cc1OC (stereo not given) | 3% | 7% | -1% | 10% | 33% | -27% | -3 | 21% | -5%
Cc1csc(NC(=O)c2c(-c3c(Cl)cccc3Cl)noc2C)n1 | 6% | -13% | 4% | -10% | 3% | 7% | -12 | -6% | 1%
O=C(NNC(=O)c1ccco1)c1ccco1 | -2% | 3% | -15% | . | . | 1% | -6 | . | -1%
COC(=O)c1ccccc1NC(=O)CSc1ccccn1 | 13% | -1% | 1% | 5% | -3% | -21% | -1 | 12% | 3%
O=C(CCN1C(=O)c2ccccc2C1=O)Nc1ccc(-c2nc3ccccc3o2)cc1 | -5% | 4% | 3% | -12% | -5% | -8% | -4 | -16% | -4%
COC(=O)CN(C#N)c1nc(C)cc(C)n1 | 4% | 0% | 2% | -4% | -2% | -16% | -1 | -9% | -3%
O=Cc1cn(-c2ccccc2)nc1-c1ccccc1 | 18% | -7% | 1% | 3% | -35% | -20% | 0 | 24% | 4%
O=C(c1ccccc1NS(=O)(=O)c1ccccc1[N+](=O)[O-])N1CCCC1 | 5% | 1% | 0% | -11% | 30% | -1% | -9 | -11% | -5%
CCOc1ccc(/C=N/NC(=O)CN2CCSCC2)cc1 | 6% | 1% | -8% | 4%[57.1 µM] | -6% | -2% | -19 | -1%[57.1 µM] | -2%

3 of the entries above in order of their number in LDHA block, largest number first.
| canonical_smiles | LDHA block |
| --- | --- |
| COC(=O)c1ccccc1NC(=O)CSc1ccccn1 | -1 |
| Cc1csc(NC(=O)c2c(-c3c(Cl)cccc3Cl)noc2C)n1 | -12 |
| CCOc1ccc(/C=N/NC(=O)CN2CCSCC2)cc1 | -19 |

Among those listed so far, 4 contain sulfur.
SMILES | mIDH1 inhibitor | Vif-APOBEC3G blk | Vif-APOBEC3F blk | TrxR1 substrate | RGS4 inh | USP1-UAF1 inh | LDHA block | rTrxR1 inhibitor | GRP78 ERSR act
Cc1csc(NC(=O)c2c(-c3c(Cl)cccc3Cl)noc2C)n1 | 6% | -13% | 4% | -10% | 3% | 7% | -12 | -6% | 1%
COC(=O)c1ccccc1NC(=O)CSc1ccccn1 | 13% | -1% | 1% | 5% | -3% | -21% | -1 | 12% | 3%
O=C(c1ccccc1NS(=O)(=O)c1ccccc1[N+](=O)[O-])N1CCCC1 | 5% | 1% | 0% | -11% | 30% | -1% | -9 | -11% | -5%
CCOc1ccc(/C=N/NC(=O)CN2CCSCC2)cc1 | 6% | 1% | -8% | 4%[57.1 µM] | -6% | -2% | -19 | -1%[57.1 µM] | -2%

Full records from above.
Record of Cc1cc(C(=O)NC2CCCCC2)on1 : mIDH1 inhibitor: 2%; Vif-APOBEC3G blk: 0%; Vif-APOBEC3F blk: -1%; TrxR1 substrate: 2%; RGS4 inh: -4%; USP1-UAF1 inh: -17%; LDHA block: -2; rTrxR1 inhibitor: 13%; GRP78 ERSR act: -2%
Record of COc1ccc(CCNC(=O)C2CCCN(Cc3nc(-c4ccccc4C)oc3C)C2)cc1OC (stereo not given) : mIDH1 inhibitor: 3%; Vif-APOBEC3G blk: 7%; Vif-APOBEC3F blk: -1%; TrxR1 substrate: 10%; RGS4 inh: 33%; USP1-UAF1 inh: -27%; LDHA block: -3; rTrxR1 inhibitor: 21%; GRP78 ERSR act: -5%
